# PhoP GFP inhibition: PhoP regulon inhibitors, Salmonella typhi PhoP promoter GFP reporter, confirmatory (AID 1850); Salmonella Typhi PhoP-promoter GFP reporter, fluorescence, 4 h; higher % means a stronger effect; one-dose inhibition, % at 50 µM; IC50 in µM for titrated hits; 0.33% of 310,000 active; in the data active means a potency from the dose series; inconclusive means inhibition mostly from about 25% at the one dose, without a potency; inactive means the rest, 99 in 100 with inhibition below about 19%;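 further: 0% = induced wells with vehicle and 100% = uninduced wells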
# M. tuberculosis: growth inhibition of non-replicating M. tuberculosis (AID 488890); Mycobacterium tuberculosis non-replicating, growth inhibition; higher % means a stronger effect; 0.39% of 320,000 active; one-dose inhibition, % at 25 µM; IC50 in µM for titrated hits; in the data active means a potency from the dose series; inconclusive means inhibition mostly from about 82% at the one dose, without a potency; inactive means the rest, 99 in 100 with inhibition below about 76%;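 further: plate controls were DMSO cells for no effect and high antibiotic wells for full effect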
# H37Rv inhibition: M. tuberculosis growth inhibition, HTS (AID 449762). one-dose inhibition, % at 25 µM; IC50 in µM for titrated hits. M. tuberculosis H37Rv growth inhibition, 7H9 media; higher % means a stronger effect. 0.59% of 330,000 active; in the data active means a potency from the dose series; inconclusive means inhibition above about 70% without an active follow-up result;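 further: bacterial growth assessed after seven days of incubation; strong numbers were not always called active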
# H1N1 NS1A inhibition: NS1A inhibition, H1N1 influenza, cell based functional assay (AID 504329). NS1A functional cell-based assay, percent inhibition; higher % means a stronger effect. one-dose inhibition, % at 12.5 µM; IC50 in µM for titrated hits. 0.3% of 340,000 active; in the data active means a potency from the dose series; inconclusive means inhibition above about 27% without an active follow-up result; further: strong numbers were not always called active
# inhibitors of VEEV: inhibitors of VEEV TC-83 cytopathic effect, confirmation, Vero cells (AID 588727); one-dose inhibition, % at 20 µM; IC50 in µM for titrated hits; Vero cells, VEEV TC-83 cytopathic effect inhibition; higher % means a stronger effect; 0.13% of 350,000 active; in the data active means a potency from the dose series; inconclusive means inhibition mostly from about 14% at the one dose, without a potency; inactive means the rest, 99 in 100 with inhibition below about 12%; further: strong numbers were not always called active
# * = called active by the depositor; i = inactive; ? = inconclusive; · = no result given.
mol,PhoP GFP inhibition,M. tuberculosis,H37Rv inhibition,H1N1 NS1A inhibition,inhibitors of VEEV
COc1ccccc1C(=O)NNC(=O)c1ccc(C)cc1,-1%,-2%,4%,-14%,0.6%
CCn1c(=O)n(CC)c2cc(N3CCCC3)c(NC(=O)c3cccc(Cl)c3)cc21,-4%,26%,?,6%,6.3%
COc1ccc(S(=O)(=O)N2CCC(C(=O)NCCCc3ccccc3)CC2)cc1,1%,2%,1%,-9%,1.8%
O=C(COC(=O)COc1ccccc1F)Nc1ccc(Cl)cn1,5%,23%,-9%,-2%,1.4%
CCOc1ccc(-c2cn3ccccc3n2)cc1[N+](=O)[O-],-4%,15%,2%,2%,0.2%
Cc1ccc(S(=O)(=O)N2CCCCC2)cc1C(=O)N(CCc1ccccc1)Cc1ccccc1,4%,15%,-6%,-2%,4.4%
COC(=O)N1CCCc2cc(C)ccc21,4%,-14%,-6%,4%,i
COc1cccc(C2CC(c3ccccc3)Nc3ncnn32)c1 (stereo not drawn),-13%,20%,7%,-9%,0.1%
O=[N+]([O-])c1ccc2nc(-c3ccccc3)oc2c1,1%,26%,-1%,-1%,i
Cc1cc(C)n2ncc(C(=O)O)c2n1,19%,-11%,-7%,2%,i
O=S(=O)(NCC(c1ccco1)N1CCN(c2ccccc2)CC1)c1ccc(F)cc1 (stereo not drawn),-10%,-3%,7%,0%,0.4%
Cc1ccc(C(=S)N2CCCCCC2)cc1,-12%,7%,2%,-2%,1.8%
CC(C)(C)c1nnc2sc(SCC(=O)c3ccc(Cl)cc3)nn2c1=O,5%,55%,-12%,-3%,i
COc1ccccc1C(=O)NNC(=O)C1CC=CCC1 (stereo not drawn),-5%,3%,-6%,-17%,5.5%
CSc1ccccc1NC(=O)c1cccc(S(=O)(=O)N2CCN(C)CC2)c1,-12%,-5%,3%,-11%,1.6%
O=c1[nH]cnc2sc3c(c12)CCCC3,-14%,-1%,-4%,-2%,0.6%
Cc1cc(NC(=O)CSc2nnc(-c3ccccc3)c(-c3ccccc3)n2)no1,4%,-2%,-1%,-2%,i
COc1ccc(NC(=O)Nc2ccc(OCc3ccccc3)cc2)cn1,-4%,22%,70%,28%,0.4%
O=C(C1=C(O)C(=O)N(Cc2ccco2)C1c1cccnc1)c1cc2ccccc2o1 (stereo not drawn),6%,16%,-10%,-1%,0.8%
COc1ccc(N(Cc2ccccc2)N=O)cc1,-3%,50%,11%,9%,0.9%

# Full records, looked up by structure. Order of screens: PhoP GFP inhibition	M. tuberculosis	H37Rv inhibition	H1N1 NS1A inhibition	inhibitors of VEEV
# `O=C(C1=C(O)C(=O)N(Cc2ccco2)C1c1cccnc1)c1cc2ccccc2o1` (stereo not drawn) is listed as 6%	16%	-10%	-1%	0.8%
# `O=c1[nH]cnc2sc3c(c12)CCCC3` is listed as -14%	-1%	-4%	-2%	0.6%
# `CCn1c(=O)n(CC)c2cc(N3CCCC3)c(NC(=O)c3cccc(Cl)c3)cc21` is listed as -4%	26%	?	6%	6.3%
# `COC(=O)N1CCCc2cc(C)ccc21` is listed as 4%	-14%	-6%	4%	i

# Another view of some results above:
Cc1ccc(S(=O)(=O)N2CCCCC2)cc1C(=O)N(CCc1ccccc1)Cc1ccccc1
  PhoP GFP inhibition: 4%
  M. tuberculosis: 15%
  H37Rv inhibition: -6%
  H1N1 NS1A inhibition: -2%
  inhibitors of VEEV: 4.4%
COC(=O)N1CCCc2cc(C)ccc21
  PhoP GFP inhibition: 4%
  M. tuberculosis: -14%
  H37Rv inhibition: -6%
  H1N1 NS1A inhibition: 4%
  inhibitors of VEEV: i

# Molecules listed so far that have a halogen, in the order listed:
mol,PhoP GFP inhibition,M. tuberculosis,H37Rv inhibition,H1N1 NS1A inhibition,inhibitors of VEEV
CCn1c(=O)n(CC)c2cc(N3CCCC3)c(NC(=O)c3cccc(Cl)c3)cc21,-4%,26%,?,6%,6.3%
O=C(COC(=O)COc1ccccc1F)Nc1ccc(Cl)cn1,5%,23%,-9%,-2%,1.4%
O=S(=O)(NCC(c1ccco1)N1CCN(c2ccccc2)CC1)c1ccc(F)cc1 (stereo not drawn),-10%,-3%,7%,0%,0.4%
CC(C)(C)c1nnc2sc(SCC(=O)c3ccc(Cl)cc3)nn2c1=O,5%,55%,-12%,-3%,i

# (list continues)
mol,PhoP GFP inhibition,M. tuberculosis,H37Rv inhibition,H1N1 NS1A inhibition,inhibitors of VEEV
O=S(=O)(c1cnccc1N1CCN(CCO)CC1)N1CCCCC1,-4%,12%,6%,-6%,i
CN(NC1OC(=O)c2ccccc21)c1ncc(Cl)cc1C(F)(F)F (stereo not drawn),4%,7%,-8%,·,1.4%
O=C(c1ccccc1)c1ccc2nc(-c3ccco3)c(-c3ccco3)nc2c1,14%,43%,4%,3%,7.7%
Cc1cc(=O)n2nc(N3CCC(C(=O)NCc4cccc(Br)c4)CC3)sc2n1,-9%,19%,-2%,-10%,0.9%
N#CC1=C(N)Oc2c(c(=O)oc3ccccc23)C1c1ccncc1 (stereo not drawn),5%,12%,3%,-3%,0.1%
Cc1c(NC(=O)c2cccs2)cccc1[N+](=O)[O-],-6%,12%,-4%,5%,0.4%
O=C(Nc1cccc(Oc2ccc(C(=O)O)c(C(=O)O)c2)c1)c1ccc(-c2ccccc2)cc1,-1%,7%,-2%,-23%,0.4%
Cc1ccc(S(=O)(=O)N[C@H](C(=O)NC2CCC(C)CC2)C(C)C)cc1 (stereo partly drawn),·,38%,-8%,-9%,1.9%
O=C(Nc1cccc(C(=O)N2CCCC2)c1)C1CCCCC1,·,·,·,-9%,i
O=C(Nc1ccc2c(c1)CCC2)Nc1ccc2c(c1)OCO2,-4%,14%,10%,5%,0.7%
Cc1cc(C)c(S(=O)(=O)Nc2ccc(Cl)cn2)c(C)c1,-3%,58%,3%,-3%,i
O=C(NNC1=NS(=O)(=O)c2ccccc21)c1ccc(Cl)cc1,0%,-6%,0%,6%,1.0%
O=C(N(c1ccccc1)c1ccccc1)N(c1ccccc1)c1ccccc1,-1%,22%,2%,·,i
Cc1ccc(NC(=O)Nc2ccc(Cl)cc2)c(Br)c1,-6%,-8%,3%,2%,0.4%
Cc1ccc(-n2nnnc2CNC(=O)C2CC(=O)N(c3ccc(F)cc3)C2)cc1C (stereo not drawn),1%,13%,-2%,-13%,0.1%
O=C(O)c1ccc(NC(=O)c2cn(-c3ccccc3)nc2-c2ccc(F)cc2)cc1,7%,18%,2%,10%,1.6%
Cc1c(N=Cc2c(O)n(Cc3ccco3)c(=O)c3ccccc23)c(=O)n(-c2ccccc2)n1C,-11%,22%,4%,3%,4.1%
COc1ccc(NC(=O)Cn2nnc(-c3ccccc3NS(=O)(=O)c3ccccc3)n2)cc1,-9%,16%,-1%,-4%,i
COc1ccc2[nH]c(=O)c(CN(CC3CCCO3)S(=O)(=O)c3ccccc3F)cc2c1 (stereo not drawn),4%,-3%,1%,4%,12%
CCOC(=O)CC(=O)CSc1nc(-c2cccnc2)ccc1C#N,3%,-15%,10%,1%,i
Cc1ccc(S(=O)(=O)N(CC(=O)N/N=C/c2ccco2)c2cc(Cl)cc(Cl)c2)cc1,-4%,11%,-2%,-2%,i
CC[C@H](C)[C@@H](C(=O)N1CCNCC1)n1cc([C@@H](N)CC(C)C)nn1,-7%,5%,2%,7%,0.3%
Cc1nc2ccccn2c1C(=O)NNS(=O)(=O)c1ccc(C(C)(C)C)cc1,-8%,2%,-1%,4%,i
CC(C(=O)Nc1ccc(S(=O)(=O)N2CCCC2)cc1)N1CCN(c2ccccc2O)CC1 (stereo not drawn),·,13%,-2%,-8%,9.4%
O=C(N/N=C/c1c(O)n(-c2cccc3ccccc23)c(=O)[nH]c1=O)c1ccncc1,2%,47%,?,3%,4.7%
CCn1c(NC(=O)c2cccc(Cn3cc(Cl)cn3)c2)nc2ccccc21,-1%,·,18%,-2%,11%
Cc1ccccc1OCC(=O)OCC(=O)Nc1cc(S(=O)(=O)N2CCCCC2)ccc1Cl,3%,8%,-6%,-11%,4.1%
COc1ccc(N=Nc2c(-c3ccc(OC)cc3)[nH]oc2=O)cc1,1%,26%,5%,1%,1.3%
COc1ccc(C(=O)c2ccc(Br)cc2)c2ccccc12,10%,23%,2%,-2%,i
O=C(CSc1nccn1Cc1ccccc1)Nc1ccccc1,-2%,40%,6%,-2%,0.3%
Fc1ccccc1COc1ccc2ccccc2c1CNc1nn[nH]n1,1%,3%,19%,-9%,1.8%
O=C(OCc1csc(-c2ccccc2)n1)c1ccccc1O,3%,78%,5%,-12%,1.7%
O=C1/C(=C/c2cccc([N+](=O)[O-])c2)CSc2ccc(Cl)cc21,5%,-10%,1%,-16%,2.0%
COc1ccc(CCN(C)C(=O)c2ccc(S(=O)(=O)Nc3ccccc3C)cc2)cc1OC,10%,6%,3%,·,·
Cc1nn(C)c(C)c1S(=O)(=O)Nc1ccc2c(c1)OCO2,1%,-6%,-2%,9%,i
CSc1nc2nc3c(cc2c(=O)n1-c1ccccc1C)CCCC3,7%,20%,-3%,-4%,1.2%
O=C(CN1CCN(C2CCCCC2)CC1)Nc1cccc2ccccc12,7%,-11%,-1%,6%,i
COC(=O)COn1c(SCC(=O)OC)nc2ccccc2c1=O,-8%,10%,1%,7%,2.5%
CCNc1nc(NCC)n2c(SCC(=O)Nc3c(C)cccc3C)nnc2n1,3%,-8%,9%,-2%,1.4%
COc1cc(CNCc2ccccn2)ccc1OCc1c(Cl)cccc1Cl,-8%,?,?,-2%,i
Cn1nc(C(=O)OCC(=O)Nc2ccc(F)cc2Cl)c2ccccc2c1=O,·,-6%,6%,-5%,0.5%
CC(C)CC(CO)N1CCN(C(=O)c2ccc(C(C)(C)C)cc2)CCC1=O (stereo not drawn),-5%,-5%,-2%,-8%,i
O=C(CCC(=O)OCCCC(F)(F)C(F)(F)F)Nc1ccc(Cl)cc1Cl,-24%,-12%,-2%,3%,1.3%
COc1ccccc1Nc1nc(-c2cccnc2)cs1,1%,2%,6%,2%,3.0%
Cc1cccc(-c2nc3ccccc3c(=O)[nH]2)c1,1%,0%,4%,-18%,i
C=CCn1c(O)c(C(C)=NCCN2CCN(C(=S)NC)CC2)c(=O)[nH]c1=O,3%,-7%,8%,-19%,0.7%
CCN(CC)P(=O)(c1ccccc1)c1c(C)nc2ccccn12 (stereo not drawn),9%,10%,4%,-5%,0.8%
Cc1ccc(CNC(=O)CN2C(=O)COc3ccc(C)cc32)cc1,-4%,7%,-5%,2%,i
COc1ccccc1CNCC(O)(c1ccc(Cl)cc1)c1ccc(Cl)cc1,21%,64%,?,2%,i
CC(C)(C)NS(=O)(=O)c1ccc(NC(=O)C2CCCCC2)cc1,1%,-3%,-1%,1%,0.7%
CCOC(=O)c1ccc(NC(=O)COc2ccccc2CNC2CCCC2)cc1,-24%,58%,22%,8%,0.2%
COc1ccccc1Nc1nnc(SCC(=O)NC2CCCC2)s1,·,77%,-4%,-7%,0.6%
CC(C)N(C(=O)[C@H]1C[C@H](CC(=O)NCCC2=CCCCC2)C(=O)N2CCc3c([nH]c4cc(-c5ccco5)ccc34)[C@]12C)C(C)C,·,·,·,-14%,8.9%
C=CCn1c(Sc2ncc([N+](=O)[O-])s2)n[nH]c1=O,2%,?,-2%,-20%,9.2%
O=C(CSc1ccc2nnc(CCNC(=O)c3ccccc3)n2n1)NCCc1ccccc1,-8%,0%,-8%,-6%,2.5%
O=C(NCc1ccncc1)c1ccc(NS(=O)(=O)c2ccccc2)cc1,3%,26%,10%,-15%,0.3%
Cc1ccc(O)c(NC(=O)c2cc(-c3ccccc3Cl)on2)c1,-6%,9%,4%,2%,1.7%
Cn1c2ccccc2c(=O)c2ccc(C#Cc3ccc(N)cc3)cc21,-1%,53%,63%,1%,1.6%
O=C(CCCCCn1c(SCc2ccncc2)nc2ccccc2c1=O)NCc1ccco1,0%,52%,3%,-7%,2.7%

# From PubChem
